# SENP6 block – SENP6 protease inhibitors, primary screen, biochemical, luminescence, uHTS. AID 2599, 2010. Sentrin-specific protease 6 (Homo sapiens), Q9GZR1. Recombinant SENP6 catalytic domain, aminoluciferin luminescence. hit rate 1.8% among 330,000. inhibition, % at 10 µM;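 active = inhibition above about 50% at the single tested dose, limit read from the data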;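 also: plate controls were DMSO wells with enzyme for no effect and DMSO wells lacking enzyme for full effect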
# GRIN3A LBD mod – binders of NR3A ligand-binding domain, primary screen, biophysical, differential scanning fluorimetry, uHTS; Glutamate receptor ionotropic, NMDA 3A (GRIN3A) ligand-binding domain; NR3A LBD differential scanning fluorimetry, Tm shift; 0% = protein alone, 100% = glycine-bound protein; Tm shift relative to glycine control, % at 25 µM; hit rate 2.5% among 340,000;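 active = melting temperature shift of at least 10% of the positive control shift, at one fixed dose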
# PfG6PD inh – PfG6PD enzyme inhibitors, primary screen, biochemical, fluorescence intensity, uHTS; inhibition, % at 20 µM; PfGluPho enzyme, NADPH resazurin-diaphorase fluorescence; hit rate 0.78% among 350,000;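 active = inhibition reaching at least a set limit at 20 µM in the primary screen, cut at about 59% in these data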;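 also: 0% = DMSO wells with substrate and 100% = DMSO wells lacking glucose-6-phosphate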
# MPTP block – mitochondrial permeability transition pore inhibitors, primary screen, biochemical, isolated mouse mitochondria, absorbance. Ca2+ swelling absorbance, 30 min. inhibition, % at 10 µM. hit rate 1.4% among 360,000. AID 602449, 2012;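 active = inhibition of 50% or more, scaled per plate between neutral and stimulator controls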;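 also: 0% = DMSO wells given calcium and 100% = 1 mM EGTA wells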
# SENP8 block – human SENP8 protease inhibitors, primary screen, biochemical, fluorescence, Nedd8 protein substrate, uHTS. Sentrin-specific protease 8 (Homo sapiens), Q96LD8. recombinant SENP8. inhibition, % at 20 µM. hit rate 0.64% among 360,000. AID 602440, 2012; in the data active = inhibition mostly above about 40%, no sharp cut-off; inactive = mostly below about 27%
# Target sequence (Q96LD8 whole entry, looked up): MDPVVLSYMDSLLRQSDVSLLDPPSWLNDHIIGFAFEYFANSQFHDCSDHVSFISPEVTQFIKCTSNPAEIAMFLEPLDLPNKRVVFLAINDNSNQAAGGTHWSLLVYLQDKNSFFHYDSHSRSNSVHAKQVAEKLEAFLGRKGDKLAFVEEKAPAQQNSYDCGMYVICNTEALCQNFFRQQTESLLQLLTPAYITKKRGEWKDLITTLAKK
# ATG4B inhibitor – ATG4B protease inhibitors, primary screen, biochemical, fluorescence, uHTS. Cysteine protease ATG4B (Homo sapiens), Q9Y4P1. ATG4B cleavage of LC3-PLA2, NBD-HPC fluorescence, 1 h. inhibition, % at 8.33 µM. hit rate 0.51% among 340,000. AID 504462, 2011; in the data active = inhibition above about 40%
# SENP1 inh – human SENP1 catalytic domain inhibitors, primary screen, biochemical, FRET, uHTS. Sentrin-specific protease 1 (Homo sapiens), Q9P0U3. recombinant SENP1 catalytic domain, CyPet-SUMO1-YPet FRET cleavage. inhibition, % at 10 µM. hit rate 0.21% among 360,000;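 active = inhibition at least 30% at 10 µM, raw YFP signal under a set limit, fluorescence ratio 0.5 to 1.5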;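 also: 0% = enzyme with DMSO and 100% = no enzyme wells; some results filed as inactive read as strong as hits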
# Target sequence (Q9P0U3 419-644 limits assumed): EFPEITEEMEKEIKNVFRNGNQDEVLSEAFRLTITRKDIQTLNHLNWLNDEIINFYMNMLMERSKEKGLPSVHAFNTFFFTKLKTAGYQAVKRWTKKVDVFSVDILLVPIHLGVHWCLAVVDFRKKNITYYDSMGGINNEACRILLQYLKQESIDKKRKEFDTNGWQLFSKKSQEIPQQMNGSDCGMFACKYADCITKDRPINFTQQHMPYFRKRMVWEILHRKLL
#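 Assay system: hSENP1 catalytic domain, recombinant. Amount: SENP1 enzyme, 20 pM final. Schedule: 50 min reaction, RT, dark. Technique: FRET, CFP and YFP emission. Control set: no-enzyme wells low, DMSO-plus-enzyme wells high control.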
# hIAP activ – human IAP activators, primary screen, biochemical, luminescence, uHTS; purified human IAP, CDP-Star luminescence, 30 min; stronger effect = higher value; 1 = vehicle-only enzyme, 0 = enzyme-free background; activation factor at 10 µM; hit rate 0.16% among 330,000; AID 2524, 2010;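 active = activation factor of the enzyme at least 2-fold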; also: the source names both 10 and 20 µM as test concentration; values of inactives mirror those of a sister screen read the other way
# Target sequence (P09923 whole entry, looked up): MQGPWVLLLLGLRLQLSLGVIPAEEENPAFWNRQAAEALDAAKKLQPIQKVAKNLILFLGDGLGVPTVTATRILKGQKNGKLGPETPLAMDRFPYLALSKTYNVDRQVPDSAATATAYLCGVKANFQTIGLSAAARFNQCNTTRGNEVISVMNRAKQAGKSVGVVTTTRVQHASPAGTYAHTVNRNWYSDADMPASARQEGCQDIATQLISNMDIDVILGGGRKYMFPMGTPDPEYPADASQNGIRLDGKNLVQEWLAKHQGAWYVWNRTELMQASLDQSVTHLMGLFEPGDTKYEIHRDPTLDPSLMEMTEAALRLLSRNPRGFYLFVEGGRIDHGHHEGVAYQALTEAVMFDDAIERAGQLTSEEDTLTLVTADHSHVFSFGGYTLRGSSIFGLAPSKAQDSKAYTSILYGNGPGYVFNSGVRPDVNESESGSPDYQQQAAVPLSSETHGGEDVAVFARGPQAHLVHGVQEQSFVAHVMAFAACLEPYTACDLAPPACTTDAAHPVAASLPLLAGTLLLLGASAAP
# The depositor's hits bear a star; x = not tested or not shown. Rows were taken by chance. Share with any hit: about 6.7%.
SMILES,SENP6 block,GRIN3A LBD mod,PfG6PD inh,MPTP block,SENP8 block,ATG4B inhibitor,SENP1 inh,hIAP activ
CC(C)c1cc(CNC(=O)CCc2nnc(CCCCc3ccccc3)o2)on1,8,-1,1,4.6,20,-6,-1,0.99
CC(c1ccco1)N(C(=O)c1ccc(C#N)cc1)c1ccccn1 (configuration not stated),0,-1,4,1.9,0,-7,-6,1.1
N=c1n(CCN2CCCCC2)c2ccccc2n1CC(O)c1ccc(Cl)c(Cl)c1 (configuration not stated),-13,-1,-29,3.9,19,10,2,1.2
CCCN1CCN(CCCNC(=O)Cn2nc(C)n3c(cc4cc(F)ccc43)c2=O)CC1,-16,-1,-9,-1.1,-89,7,-3,1.2
O=S(=O)(c1cccc(S(=O)(=O)N2CCN(c3ncccn3)CC2)c1)N1CCOCC1,-4,0,-12,-1.0,-10,-12,2,1
CC(=O)O[C@H](COc1c2ccoc2cc2oc(=O)ccc12)C(C)(C)O,1,1,-3,-1.0,-476,-12,-26,0.81
Cn1nc(C(F)(F)F)c(-c2ccc(Br)cc2)c1NC(=O)c1nccnc1C(=O)O,-21,1,-18,1.4,33,0,2,0.97
CSc1nnc(-c2ccc([N+](=O)[O-])cc2)o1,-11,1,12,-0.5,11,2,-2,1
O=C(CCc1nnc(Cc2c[nH]c3ccccc23)o1)NCC1CC12CCCCC2 (configuration not stated),-2,-7,-5,-2.0,1,0,0,0.95
CCCOc1ccccc1Cn1c(=O)oc2ccc(C)cc21,-11,1,-19,-0.7,12,1,2,0.85

# Limited to SENP1 inh, for two of the compounds above:
Molecule	SENP1 inh
CC(c1ccco1)N(C(=O)c1ccc(C#N)cc1)c1ccccn1 (configuration not stated)	-6
N=c1n(CCN2CCCCC2)c2ccccc2n1CC(O)c1ccc(Cl)c(Cl)c1 (configuration not stated)	2

# Later entries.
SMILES,SENP6 block,GRIN3A LBD mod,PfG6PD inh,MPTP block,SENP8 block,ATG4B inhibitor,SENP1 inh,hIAP activ
O=C(NCc1ccco1)c1cc(-c2cccs2)on1,-5,0,5,0.7,3,-5,0,1
Cc1cccc(N2CCN(CC(O)COc3ccccc3)CC2)c1 (configuration not stated),x,1,5,-0.9,14,-8,1,x
O=C(CSCC(=O)N1CCOCC1)Nc1ccccc1,3,-2,-23,-0.6,17,-2,1,1.1
CCOC(=O)CCN(Cc1cccs1)S(=O)(=O)c1ccc(F)cc1,-6,0,9,0.9,11,12,0,0.86
CCOC(=O)c1sc(=S)n(C)c1NC(=O)c1ccc(C(C)(C)C)cc1,-3,5,18,75*,20,0,1,1
CCc1ccccc1NC(=O)CN(C)S(=O)(=O)c1ccc2c(c1)c(=O)n(C)c(=O)n2C,-7,0,-4,-0.1,12,-3,2,1
CCC1CCCCN1CCCNC(=O)c1ccc2c(c1)c(C)c(C)n2C (configuration not stated),-12,-1,13,1.3,-34,0,-13,1.1
CCn1c(C)nc2cc(C(=O)N/N=C(\C)c3ccccc3O)ccc21,-2,3,-23,-3.5,1,-6,-55,1.6
O=C(COC(=O)c1c[nH]c(=O)[nH]c1=O)Nc1ccccc1Br,-21,2,-6,-0.1,26,2,1,1
CC1=C(NCCc2ccccc2)CCC1=O,2,0,7,-1.2,1,-9,2,1.1
CCN(Cc1ccccc1)C(=O)Cc1c[nH]c2ccccc12,5,1,10,-0.4,-22,-1,-21,0.92
O=C(CN1CC[C@@]2(O)CCCC[C@H]2[C@@H]1c1ccc(F)cc1)NCc1ccco1,-2,-4,-4,0.8,-1,-1,-10,0.88
Nn1c(SCC(=O)Nc2nccs2)nnc1-c1cccnc1,-17,-2,-4,0.2,-1,-4,1,0.98
Cc1ccc(C(=O)NCc2ccc(N3CCN(C(=O)OC(C)(C)C)CC3)cc2)cc1,-9,0,-12,3.7,9,-1,1,1
CCN(CC)CCNC(=S)Nc1ccc2nc(N3CCCC3)cc(C)c2c1,-7,-1,1,-0.7,-302,2,-29,1
Cc1ccc(C2C(C#N)=C(N)Oc3n[nH]c(-c4cccnc4)c32)o1 (configuration not stated),-7,-4,-5,0.3,31,-1,3,0.98
COc1cccc(NC(=O)CN(C)C(=O)C2CC(=O)N(CCc3ccc(OC)c(OC)c3)C2)c1 (configuration not stated),x,1,7,-0.4,2,-12,-3,x
O=C(c1ccccc1Cl)N1CCN(Cc2ccc3c(c2)OCO3)CC1,-5,-2,13,0.1,8,-6,1,1
CCOC(=O)C1CCN(C(=O)c2ccc(N3CCOCC3)c([N+](=O)[O-])c2)CC1,-5,-1,-11,0.2,13,6,3,1
c1ccc(-n2cc(CNCCc3cscn3)c(-c3ccc4c(c3)OCO4)n2)cc1,-11,-1,12,11,-13,6,-7,1.2
Cc1ccccc1CN1CCN(CC(=O)NCc2ccccc2)CC1,2,0,-7,0.5,2,6,1,0.95
Cc1cccnc1NC(=O)CCNC(=O)c1ccc(Br)cc1,-11,-2,-3,0.3,9,-7,2,1.1
O=C(NCCc1ccc(Cl)cc1)C1CC(=O)N(CCc2ccccc2)C1 (configuration not stated),-10,0,2,-0.4,1,-1,1,1.1
c1ccc(CNc2ncnc3nc[nH]c23)nc1,-1,0,11,-2.9,1,-8,-1,1.2
CS(=O)(=O)N1CCN(c2ccc(NC(=O)Cc3ccccc3)cc2)CC1,-2,-1,-11,-0.6,13,2,4,1.2
O=C(NCc1cccnc1)c1cc2ccccc2oc1=O,1,0,-5,-0.9,-102,6,0,1
CCOc1ccc(NC(=O)NC(C)CC)cc1 (configuration not stated),-21,1,1,2.5,23,-8,-1,0.91
COC(=O)Cn1nc(-c2ccccc2)c2ccccc21,-11,1,8,-1.5,10,3,1,0.8
CCN(CC)CCNC(=O)Cn1c(C)cc2ccccc2c1=O,9,2,-4,-0.8,-70,-10,0,0.9
CS(=O)(=O)N(CC(=O)N1CCC(C(N)=O)CC1)c1cc(C(F)(F)F)ccc1Cl,-3,-1,8,0.8,18,-5,3,1.2
CC(=O)Nc1ccc(N(C(=O)Cc2c[nH]c3ccccc23)C(C(=O)NC2CCCCC2)c2ccco2)cc1 (configuration not stated),12,0,11,0.9,4,-9,-1,0.9
O=C(O)C1C2CCC(C2)C1C(=O)NCCc1ccc(F)cc1 (configuration not stated),-10,0,-12,-0.7,16,-2,0,1.1
CCOc1ccc(NC(=O)COC(=O)c2ccc3c(c2)OCCO3)cc1,1,1,-3,-2.3,12,2,-2,0.94
COc1ccc(Cl)cc1NC(=S)NCCc1c[nH]c2ccccc12,1,29*,0,0.0,1,11,0,0.95
COc1cccc(-c2cc(C(F)(F)F)n3nc(C(=O)Nc4c(C)n(C)n(-c5ccccc5)c4=O)cc3n2)c1,10,-1,4,-1.5,-3,-7,2,0.94
COc1cc(-c2nc3cnccn3c2NC(C)(C)CC(C)(C)C)ccc1O,-22,1,6,0.1,-424,-7,-38,0.86
Cc1ccnc(SCC(=O)Nc2sc3c(c2C#N)CCCC3)n1,0,1,-12,100*,13,-4,1,1.2
CCS(=O)(=O)N1CCC(C(=O)NCc2cc(OC)ccc2OC)CC1,-8,-6,0,-0.5,7,0,0,0.98
Cc1nc(Nc2cccc(C(C)O)c2)c2nnn(Cc3ccccc3F)c2n1 (configuration not stated),-6,1,1,3.9,-54,-10,2,1.1
COC(=O)c1ccc(CCc2cc(O)c(Br)cc2O)cc1,x,-7,119*,0.6,12,-3,-4,x
O=C(Cn1nc(C(F)(F)F)c2c1CCCC2)Nc1ccc2c(c1)OCO2,-4,-3,7,8.1,13,-7,1,0.92
CCS(=O)(=O)N1CCC(C(=O)NCc2ccco2)CC1,-10,-1,8,0.3,4,-5,3,1.1
CSc1ccc(S(=O)(=O)NC(C)c2ccccc2)cc1 (configuration not stated),1,1,-13,1.2,12,21,1,0.96
Cc1ccc(CC(=O)Nc2ccc(S(=O)(=O)Nc3ncccn3)cc2)cc1,6,-1,-10,0.6,8,0,1,1
CCCOc1ccc(/C=C2/C(=O)ON=C2C)cc1OCC,6,2,15,2.5,15,-3,0,0.88
COc1ccc2cc(C(=O)C3CCCN(Cc4ccccn4)C3)ccc2c1 (configuration not stated),-2,-2,28,0.7,-264,-9,-1,1.1
CSCCC(NC(=O)c1ccccc1Br)C(=O)NCc1ccc(F)cc1 (configuration not stated),1,-2,-3,1.2,10,-5,2,1
COC(=O)C1CCN(C(=O)NC(C)(C)C)CC1,-16,0,-2,-0.7,36,-4,3,1.1
CC(=O)N1CCN(Cc2cc(=O)n3cc(Cl)c(C)c(Cl)c3n2)CC1,-14,-1,-8,0.3,-37,-8,-5,1
COc1cc(OC)cc(C(=O)NC2CCSC2=O)c1 (configuration not stated),-18,-1,-9,-0.8,11,3,1,0.88
# (listing goes on)
SMILES,SENP6 block,GRIN3A LBD mod,PfG6PD inh,MPTP block,SENP8 block,ATG4B inhibitor,SENP1 inh,hIAP activ
CC(C)c1onc(C(=O)NCc2ccc(F)cc2)c1[N+](=O)[O-],6,-4,-6,0.6,19,5,1,0.98
NC(N)=Nc1ccc(C=C2C=Cc3ccccc32)cc1,x,-7,38,58*,19,2,-1,x
COCCNC(=S)N(CCc1c(C)[nH]c2ccc(F)cc12)Cc1ccco1,-3,-3,6,0.8,8,-1,0,0.89
Cc1ccc(N2C(=O)C3Sc4[nH]c(=O)sc4C(c4ccccc4)C3C2=O)cc1 (configuration not stated),-18,-1,-12,-3.1,21,-10,3,1.2
CCOC(=O)NC(=O)CSc1ccc(S(=O)(=O)N(C)C2CCCCC2)cn1,-10,0,-1,-0.2,16,-1,0,1
Cc1ccc(C2CC(=O)Oc3cc(O)ccc32)cc1 (configuration not stated),-5,-5,-4,-1.0,2,0,-9,1.1
COc1ccc2cc(CN(CC3CCCO3)C(=S)NCc3ccco3)c(=O)[nH]c2c1 (configuration not stated),7,-1,21,0.1,-15,3,-4,0.94
Cc1cc([N+](=O)[O-])ccc1NC(=S)NC1CCCC1,8,2,3,67*,23,1,2,0.92
O=S(=O)(c1ccc(Oc2ccccc2)cc1)N1CCOCC1,-2,0,-9,-2.6,13,-3,1,1.1
COc1ccc(C(CNc2ccc(S(C)(=O)=O)cc2[N+](=O)[O-])N(C)C)cc1OC (configuration not stated),0,-1,-4,0.5,11,-8,1,0.83
Cc1cc(C)c(NC(=O)C(C)N2CCCCCC2)c(C)c1 (configuration not stated),7,0,5,-1.2,10,1,2,1.1
COc1ccc(CNC(=O)C[C@H]2C[C@H](C(=O)N3CCCCC3)[C@@]3(CCc4ccccc4)c4[nH]c5cc(-c6ccco6)ccc5c4CCN3C2=O)cc1OC,x,3,30,-2.5,-335,x,-49,x
Cc1noc(C)c1C(=O)OCC(=O)/C=C1/N(C)c2ccccc2C1(C)C,x,-1,0,-1.0,-223,-6,-2,x
CCCCCC(=O)Nc1c(-c2cccs2)c(=O)c2ccccc2n1C,-1,0,-5,-2.1,-66,-5,0,1.1

# Four entries from above, set out differently:
SMILES	SENP6 block	GRIN3A LBD mod	PfG6PD inh	MPTP block	SENP8 block	ATG4B inhibitor	SENP1 inh	hIAP activ
Cc1cc(C)c(NC(=O)C(C)N2CCCCCC2)c(C)c1 (configuration not stated)	7	0	5	-1.2	10	1	2	1.1
COc1ccc(CNC(=O)C[C@H]2C[C@H](C(=O)N3CCCCC3)[C@@]3(CCc4ccccc4)c4[nH]c5cc(-c6ccco6)ccc5c4CCN3C2=O)cc1OC	x	3	30	-2.5	-335	x	-49	x
Cc1noc(C)c1C(=O)OCC(=O)/C=C1/N(C)c2ccccc2C1(C)C	x	-1	0	-1.0	-223	-6	-2	x
CCCCCC(=O)Nc1c(-c2cccs2)c(=O)c2ccccc2n1C	-1	0	-5	-2.1	-66	-5	0	1.1

# Screens (PubChem BioAssay)
